Bioassay records: PubChem, Broad Institute
TcdB inh = TcdB glycohydrolase inhibitors, primary screen, biochemical, single point, plate reader; inhibition, % at 9.99 µM; Toxin B (Clostridioides difficile), P18177; 0.24% of 350,000 active; AID 652162, 2013; TcdB glycohydrolase enzymatic assay; in the data active means inhibition above about 10%
Numbers without * were called inactive. Only part of the results is shown (hit frequency here may not be typical).

SMILES | TcdB inh
Cc1noc(C)c1NC(=O)N(C)C[C@H]1Oc2ccc(NS(=O)(=O)c3ccc(Cl)cc3)cc2C(=O)N([C@H](C)CO)C[C@@H]1C | 0.6
O=C(c1cccnc1)N1CC[C@@H]2[C@@H](CO)Nc3ccc(-c4ccccc4)cc3[C@@H]21 | 1.8
COc1ccc2c3c([nH]c2c1)[C@H](CO)N(C(=O)Nc1cccc(F)c1)CC31CN(S(=O)(=O)c2cccc(C)c2)C1 | -1.9
O=C(N[C@@H]1CC[C@@H](CCNC(=O)C2CCC2)O[C@H]1CO)c1ccncc1 | -0.1
COc1ccccc1NC(=O)N[C@@H]1CC[C@H](CC(=O)N[C@@H](C)c2ccccc2)O[C@H]1CO | 0.8
C[C@H](CO)N1C[C@H](C)[C@H](CN(C)S(=O)(=O)c2cn(C)cn2)Oc2c(NC(=O)Nc3ccc4c(c3)OCO4)cccc2C1=O | 3.5
CC(C)(C)[S@@](=O)N1Cc2cc(C(=O)N3CCCCC3)nc(-c3cccc(-c4ccc(C#N)cc4)c3)c2[C@H]1CCO | -0.3
COc1ccc(CN(C)C[C@@H]2Oc3ccc(NC(=O)Cn4cnnn4)cc3C(=O)N([C@H](C)CO)C[C@@H]2C)cc1 | 0.6
Cc1noc(C)c1NC(=O)Nc1ccc2c(c1)CC(=O)N([C@H](C)CO)C[C@H](C)[C@@H](CN(C)C(=O)Nc1ccc(C(F)(F)F)cc1)O2 | 0.7
C[C@H]1CN([C@@H](C)CO)C(=O)CCCn2nncc2CO[C@H]1CN(C)Cc1ccc(O)cc1 | -0.1
C[C@H]1CN([C@@H](C)CO)C(=O)c2cc(NC(=O)Nc3cccc4ccccc34)ccc2O[C@@H]1CN(C)C(=O)Nc1cccc2ccccc12 | 2.9
CC(=O)N(C)C[C@H]1Oc2cc(-c3cncnc3)ccc2S(=O)(=O)N([C@@H](C)CO)C[C@@H]1C | 0.9
O=S(=O)(N[C@@H]1CC[C@@H](CCn2cc(-c3cccnc3)nn2)O[C@H]1CO)c1ccc(F)cc1 | 0.7
C[C@@H](NC(=O)C[C@H]1CC[C@@H]2[C@H](COc3ccc(NS(=O)(=O)c4ccc(Cl)cc4)cc3C(=O)N2C)O1)c1ccccc1 | -0.5
CO[C@H]1CN(C)C(=O)c2ccc(NC(=O)CC(F)(F)F)cc2OC[C@@H](C)N(CC2CC2)C[C@H]1C | -0.4
C[C@@H]1CCCCO[C@H](CN(C)C(=O)Cc2ccccc2)[C@@H](C)CN([C@H](C)CO)C(=O)c2cc(NS(=O)(=O)c3cn(C)cn3)ccc2O1 | 0.4
O=C(C[C@H]1C=C[C@H](NC(=O)NC2CCCCC2)[C@@H](CO)O1)NCc1ccc(Cl)cc1 | 0.1
COc1ccc(-c2ccc3c(c2)[C@@H]2[C@@H](CCN2C(=O)CN2CCOCC2)[C@H](CO)N3)cc1 | 12.3*
C[C@H](CO)N1C[C@H](C)[C@H](CN(C)C(=O)NC2CCCCC2)Oc2ccc(NC(=O)C3CC3)cc2CC1=O | 0.5
C[C@@H]1CN([C@H](C)CO)C(=O)c2cc(C#CC3CCCCC3)cnc2O[C@@H]1CN(C)S(C)(=O)=O | -0.3

Ordered by formula weight (smallest number first): some entries from above
SMILES | TcdB inh
C[C@@H]1CN([C@H](C)CO)C(=O)c2cc(C#CC3CCCCC3)cnc2O[C@@H]1CN(C)S(C)(=O)=O | -0.3
Cc1noc(C)c1NC(=O)Nc1ccc2c(c1)CC(=O)N([C@H](C)CO)C[C@H](C)[C@@H](CN(C)C(=O)Nc1ccc(C(F)(F)F)cc1)O2 | 0.7
C[C@@H]1CCCCO[C@H](CN(C)C(=O)Cc2ccccc2)[C@@H](C)CN([C@H](C)CO)C(=O)c2cc(NS(=O)(=O)c3cn(C)cn3)ccc2O1 | 0.4

Further entries.
SMILES | TcdB inh
CC(=O)N(C)C[C@@H]1Oc2cc(C#CC3(O)CCCC3)ccc2S(=O)(=O)N([C@@H](C)CO)C[C@H]1C | 3.5
C[C@H](NC(=O)C[C@H]1C=C[C@@H](NC(=O)c2cccnc2)[C@@H](CO)O1)c1ccccc1 | -0.3
COc1ccc(S(=O)(=O)Nc2ccc3c(c2)CC(=O)N([C@@H](C)CO)C[C@H](C)[C@H](CN(C)S(=O)(=O)c2ccc(C)cc2)O3)cc1 | 1.0
C[C@@H]1CN([C@H](C)CO)C(=O)c2cc(NC(=O)c3ccncc3)ccc2O[C@@H](C)CCCCO[C@@H]1CN(C)C(=O)Nc1cccc2ccccc12 | -1.6
CNC[C@@H]1Oc2ccc(NC(=O)C3CCCCC3)cc2CC(=O)N([C@H](C)CO)C[C@H]1C | -0.1
C[C@H]1CN([C@@H](C)CO)C(=O)c2cc(NC(=O)Nc3ccccc3)ccc2O[C@H]1CN(C)C(=O)NC1CCCCC1 | -0.7
C[C@@H]1CCCCO[C@@H](CN(C)C(=O)Nc2ccc3c(c2)OCO3)[C@H](C)CN([C@@H](C)CO)C(=O)c2cc(NC(=O)Nc3ccccc3)ccc2O1 | -4.9
C[C@@H]1CN([C@@H](C)CO)S(=O)(=O)c2ccc(C#Cc3cccc(F)c3)cc2O[C@H]1CN(C)S(=O)(=O)c1ccccc1F | -0.3
O=C(NCC[C@@H]1CC[C@H](NC(=O)C2CC2)[C@H](CO)O1)c1cnccn1 | 0.5
Cc1ccc(S(=O)(=O)N(C)C[C@@H]2Oc3ccc(NC(=O)CCN4CCOCC4)cc3C(=O)N([C@@H](C)CO)C[C@H]2C)cc1 | -0.2
C[C@@H]1CCCCO[C@H](CN(C)Cc2ccc(C(=O)Nc3ccccc3N)cc2)[C@@H](C)CN([C@H](C)CO)C(=O)c2cc(NS(C)(=O)=O)ccc2O1 | -1.8
COc1ccc2c3c([nH]c2c1)[C@H](CO)N(C(C)=O)CC31CN(C(=O)Nc2ccc(F)cc2)C1 | 1.1
C[C@@H]1CN([C@H](C)CO)C(=O)c2cccc(NC(=O)NC3CCCCC3)c2O[C@H]1CN(C)S(C)(=O)=O | 0.4
CC(C)C#Cc1ccc2c(c1)O[C@@H](CN(C)C(=O)C1CC1)[C@H](C)CN([C@@H](C)CO)S2(=O)=O | 0.7
COc1ccc(S(=O)(=O)Nc2ccc3c(c2)CC(=O)N([C@H](C)CO)C[C@@H](C)[C@H](CN(C)CC2CC2)O3)cc1 | 1.3
C[C@@H]1CN([C@H](C)CO)C(=O)Cc2cc(NC(=O)Cc3ccccc3)ccc2O[C@H]1CN(C)S(C)(=O)=O | -0.2
O=C(Nc1ccccc1F)N1CC(=O)N2[C@H](CO)[C@@H](c3ccc(-c4ccccc4)cc3)[C@@H]2C1 | 0.6
CC(=O)N1[C@@H]2Cn3c(cccc3=O)[C@H]1[C@@H](C(=O)NCc1ccc(F)cc1)[C@@H]2CO | -0.1
C[C@H](CO)N1C[C@H](C)[C@H](CN(C)CC2CCCCC2)Oc2c(NC(=O)c3ccc(-c4nccs4)cc3)cccc2C1=O | -4.1
C[C@H](CO)N1C[C@H](C)[C@@H](CN(C)C(=O)c2cnccn2)Oc2cc(C3=CCCC3)ccc2S1(=O)=O | -0.1
C[C@H]1CN([C@@H](C)CO)C(=O)c2c(c3ccccc3n2C)-c2ccccc2CO[C@@H]1CN(C)C(=O)[C@H](Cc1ccccc1)N(C)C | 0.9
C[C@H](CO)N1C[C@H](C)[C@H](CN(C)C(=O)Nc2ccc3c(c2)OCO3)OCc2ccccc2-c2c(n(C)c3ccccc23)C1=O | 0.0
C[C@@H]1CN([C@@H](C)CO)C(=O)c2cc(NC(=O)CCCCCC(=O)Nc3ccccc3N)ccc2O[C@@H]1CN(C)S(=O)(=O)c1cn(C)cn1 | -1.1
Cc1ccc(S(=O)(=O)N2CC[C@@H]3[C@H]2c2cc(-c4ccccc4F)ccc2N[C@@H]3CO)cc1 | -0.3
C[C@@H]1CN([C@H](C)CO)S(=O)(=O)c2ccc(-c3cccc(C#N)c3)cc2O[C@H]1CN(C)Cc1ccccn1 | 0.8
COc1ccc(-c2ccc3c(c2)[C@@H]2[C@@H](CCN2C(=O)c2ccc4c(c2)OCO4)[C@H](CO)N3C)cc1 | -0.6
Cc1ccc(-c2ccc3c(c2)O[C@H](CN(C)C(=O)NC(C)C)[C@H](C)CN([C@H](C)CO)S3(=O)=O)cc1 | 0.5
CCC(=O)N[C@@H]1CC[C@H](CCn2cc(C3CC3)nn2)O[C@H]1CO | 0.9
C[C@@H]1CN([C@H](C)CO)C(=O)Cc2cc(NC(=O)CCCN(C)C)ccc2O[C@@H]1CN(C)Cc1ccc(-c2ccccc2)cc1 | 0.6
Cc1ccc(-c2cnc3c(c2)C(=O)N([C@H](C)CO)C[C@@H](C)[C@@H](CN(C)CC2CCOCC2)O3)cc1 | 0.1
COc1ccccc1S(=O)(=O)N[C@@H]1C=C[C@@H](CC(=O)NCc2cc(F)cc(F)c2)O[C@@H]1CO | 0.3
CO[C@@H](CN(C)S(=O)(=O)c1ccc(Cl)cc1)[C@@H](C)CN([C@H](C)CO)S(=O)(=O)c1cccc(Cl)c1 | 0.2
CNC[C@@H]1Oc2c(NS(=O)(=O)c3ccc(OC)cc3)cccc2C(=O)N([C@H](C)CO)C[C@@H]1C | 1.7
C[C@H](CO)N1C[C@H](C)[C@@H](CN(C)S(=O)(=O)c2ccc(F)cc2)OCCCC[C@H](C)Oc2ccc(NC(=O)C3CCCCC3)cc2C1=O | -0.2
C[C@H]1CN([C@@H](C)CO)C(=O)c2cc(C3=CCCC3)cnc2O[C@H]1CN(C)C(=O)C1CCCCC1 | -6.6
CC(=O)N1CCCCN2[C@H](C1)[C@@H](c1ccc(-c3cccc(C)c3)cc1)[C@@H]2CO | 0.1
C[C@@H]1CN([C@@H](C)CO)C(=O)c2cccc(NS(=O)(=O)c3ccc(Cl)cc3)c2O[C@@H]1CN(C)C | 0.1
CO[C@H]1CN(C)C(=O)c2ccc(NC(=O)C3CC3)cc2OC[C@@H](C)N(C(=O)C2CCOCC2)C[C@@H]1C | 0.0
CC=Cc1ccc2n(c1=O)C[C@H]1[C@H](CO)[C@@H](C(=O)NC3CCCC3)N(Cc3ccncc3)[C@@H]21 (mixture of isomers) | 0.0
CCC(=O)N1CC2(C1)[C@H](c1ccc(-c3ccc(C)cc3)cc1)[C@@H](CO)N2S(C)(=O)=O | 0.4

Part of the list above, reformatted.
Structure,TcdB inh
CCC(=O)N[C@@H]1CC[C@H](CCn2cc(C3CC3)nn2)O[C@H]1CO,0.9
C[C@@H]1CN([C@H](C)CO)C(=O)Cc2cc(NC(=O)CCCN(C)C)ccc2O[C@@H]1CN(C)Cc1ccc(-c2ccccc2)cc1,0.6
Cc1ccc(-c2cnc3c(c2)C(=O)N([C@H](C)CO)C[C@@H](C)[C@@H](CN(C)CC2CCOCC2)O3)cc1,0.1
COc1ccccc1S(=O)(=O)N[C@@H]1C=C[C@@H](CC(=O)NCc2cc(F)cc(F)c2)O[C@@H]1CO,0.3
CO[C@@H](CN(C)S(=O)(=O)c1ccc(Cl)cc1)[C@@H](C)CN([C@H](C)CO)S(=O)(=O)c1cccc(Cl)c1,0.2

Next results.
SMILES | TcdB inh
C[C@@H]1CN([C@H](C)CO)C(=O)c2cc(NS(=O)(=O)c3ccccc3)ccc2O[C@H]1CN(C)S(=O)(=O)c1ccccc1 | -1.6
O=S(=O)(c1cccs1)N1CCCCN2[C@H](CO)[C@H](c3ccc(C4=CCCC4)cc3)[C@@H]2C1 | 0.3
COCC(=O)N1C[C@H](C)[C@H](OC)CN(C)C(=O)c2cc(NC(=O)Nc3cccc(F)c3)ccc2OC[C@H]1C | -1.4
C[C@@H]1CN([C@@H](C)CO)C(=O)c2cc(NC(=O)NC3CCCCC3)ccc2O[C@H]1CN(C)Cc1ccc(Cl)c(Cl)c1 | -1.1
CC(C)C(=O)Nc1ccc2c(c1)C(=O)N(C)[C@@H]1CC[C@@H](CC(=O)NCC3CC3)O[C@@H]1CO2 | -1.1
COc1cccc(C#Cc2ccc3c(c2)O[C@@H](CN(C)C)[C@@H](C)CN([C@H](C)CO)S3(=O)=O)c1 | -0.5
C[C@H](CO)N1C[C@H](C)[C@H](CN(C)C(=O)C2CC2)Oc2cc(-c3cccc(F)c3)ccc2S1(=O)=O | -0.1
COc1ccccc1CN1CC[C@@H]2[C@H]1c1cc(C3=CCCCC3)ccc1N[C@@H]2CO | 3.6
C[C@@H]1CCCCO[C@@H](CN(C)S(=O)(=O)c2ccc(F)cc2)[C@H](C)CN([C@@H](C)CO)C(=O)c2cc(NS(=O)(=O)c3cccs3)ccc2O1 | 1.8
CCCNC(=O)N1CC2(CN(Cc3cccc(OC)c3)C2)c2c([nH]c3cc(OC)ccc23)[C@H]1CO | 3.3
O=C(C[C@H]1C[C@H]2c3cc(NC(=O)C4CCC4)ccc3O[C@H]2[C@@H](CO)O1)NCc1ccc(-c2ccccc2)cc1 | -2.8
CC(C)NC(=O)N(C)C[C@H]1Oc2ccc(NC(=O)CCCCCC(=O)Nc3ccccc3N)cc2CC(=O)N([C@H](C)CO)C[C@@H]1C | -0.6
C[C@@H]1CN([C@@H](C)CO)C(=O)c2cc(C#CC3(O)CCCC3)cnc2O[C@@H]1CN(C)Cc1cccnc1 | -16.0
C[C@H]1CN([C@@H](C)CO)C(=O)c2cccc(NC(=O)Nc3ccc4c(c3)OCO4)c2O[C@H]1CN(C)Cc1ccc(C(F)(F)F)cc1 | 0.1
CNC[C@H]1Oc2ccc(NC(=O)CCC(F)(F)F)cc2CC(=O)N([C@H](C)CO)C[C@@H]1C | -1.3
CCCC#Cc1cnc2c(c1)C(=O)N([C@@H](C)CO)C[C@H](C)[C@@H](CN(C)C(=O)c1ccccc1)O2 | 0.7
Cc1noc(C)c1NC(=O)Nc1ccc2c(c1)CC(=O)N([C@H](C)CO)C[C@H](C)[C@@H](CN(C)S(C)(=O)=O)O2 | -0.6
CNC[C@@H]1Oc2c(NC(=O)c3ccc(-c4nccs4)cc3)cccc2C(=O)N([C@@H](C)CO)C[C@@H]1C | 1.3
COc1ccc(-c2cn(CC[C@@H]3CC[C@H](NC(=O)NC(C)C)[C@@H](CO)O3)nn2)cc1 | 1.1
